p53ts 39C kill – cytotoxicity in p53ts cells at nonpermissive temperature; actives 1.5% (n = 130,000); AID 902; Potency, µM (series often up to 46.1 µM), for the others: at the highest dose activity change, negative = cell killing, usual class: cytotoxic; H1299-p53A138V viability at 39C, ATP luminescence, 24 h; further: nearly all actives have a fitted effect of over 55% in size
IkB sig inh – IkB pathway inhibition in ABC-DLBCL cells; ABC-DLBCL IkBa-CBG/CBR dual luciferase ratio, 4 h; response scale: scaled: untreated 0%, proteasome inhibitor 100%; Potency, µM (series often up to 57.1 µM), without a hit: top-dose IkBa stabilization activation; actives 0.04% (n = 110,000); AID 445; active means well fitted curve in the direction sought with a large enough effect in the signal ratio, not every such curve was filed as active; inconclusive means small, poorly fitted or top-dose-only effect, or a change in a side signal; the % refers to the signal ratio;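 further: the direction sought is a rising ratio; 0% = basal untreated cells and 100% = reference inhibitor full response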
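Luminescence ratio of IκBα-fused green versus native red beetle luciferase in OCI-Ly3 cells, 4 h post-doxycycline with compound; red signal alone, scaled from basal (0%) to zero light (-100%), flagged nonspecific or cytotoxic effects.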
p53ts 32C tox – p53ts cell cytotoxicity, permissive temperature. H1299-p53A138V at 32C, ATP luminescence viability, 24 h. Potency, µM (highest dose often 46.1 µM), inactives show at the highest dose activity change, negative = cytotoxicity, usual class: cytotoxic. actives 0.93% (n = 130,000). AID 924;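 further: 0% = DMSO and -100% = full killing by reference compound; nearly all actives have a fitted effect of over 55% in size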
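Cells: H1299 p53ts (A138V), 600/well, pre-incubated 16–30 h at 37C. Cpd up to 46 uM, 24 h, 32C. Readout: ATPlite luminescence, 20 min RT. Normalization: DMSO vs tamoxifen 100 uM. AC50 by Hill equation.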
Peg3 imprint – inducers of genomic imprint erasure in mouse ES cells; actives 0.02% (n = 110,000); Potency, µM (doses to about 60.7 µM), inactives show at the highest dose activity change, positive = activation, hits mostly activators; mouse ES Peg3-LacZ reporter, beta-gal luminescence, 40 h;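 further: 0% = negative control wells on the plate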
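Gelatin-coated wells received 300 freshly trypsinized female ES cells with a Peg3LacZ-Neo reporter on the maternal allele, then incubated 40 hours at 37C. BetaGlo was added for 5 minutes at room temperature before a single luminescence read.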
Active calls of the source: *; ? = inconclusive; . = not tested or not shown; [ ] = another dose, or the depositor's remark. Unless noted, the call rests on the fitted dose curve; in most records, active means well fitted curve in the direction sought with a large enough effect; inconclusive means small, poorly fitted or top-dose-only effect, or another doubt; inactive means no such curve, though single readings can be large; an effect the other way counts as inactive or inconclusive. Unless noted, on the % scale 0 is the no-effect control and ±100 the full control effect; potency means the concentration at half of the fitted maximal effect. Not a hit list (roughly 1.7% active in at least one column).

SMILES | p53ts 39C kill | IkB sig inh | p53ts 32C tox | Peg3 imprint
c1ccc(Nc2ncncc2-c2ccc3c(c2)OCO3)cc1 | 11% | -0.8%[11.4 µM] | 16% | -3%
Cc1n[nH]c(C)c1S(=O)(=O)N1CCCCCC1 | 1% | -1.4% | -5% | -7%
CCNC(=O)C(C)Sc1ccc(Cl)cc1 (configuration not stated) | -3% | 8.9% | -6% | -26%
CCN1CCN(CCCNC(=O)c2csc3c2CCCCC3)CC1 | -4% | 2.7% | 5% | -13%
Cc1cccc(CCNC(=O)C2CCCN(S(=O)(=O)c3cccc4nsnc34)C2)c1 (configuration not stated) | -13% | 4.6% | -10% | -15%
COC(=O)Cc1[nH]nc2c1C(C1C=CCCC1)C(C#N)=C(N)O2 (configuration not stated) | 9% | ? | -9% | -21%
CC(=O)NC1=NN(C(C)=O)C(C)(CS(=O)(=O)c2ccc3ccccc3c2)S1 (configuration not stated) | 15% | . | 4% | .
Cc1ccc2sc(-c3ccc(N)cc3)nc2c1 | 3.2µM* | 21% | 2.5µM* | -49%[inhibitor][10.9 µM]
COc1ccccc1CNC(=O)c1cc2ccc3ccc(C)[nH]c3c2n1 | -20% | ? | 4% | 5%[10.9 µM]
O=C1C2C3C=CC(C3)C2C(=O)N1c1cccc(-c2nc3ccccc3o2)c1 (configuration not stated) | -4% | 3.2% | 13% | 0%
COC(=O)CCC(=O)Nc1cccc2c(NC(=O)CCC(=O)OC)cccc12 | 8% | . | 6% | .
COc1ccc(Cl)cc1NC(=O)C1CCN(S(=O)(=O)c2ccc(F)cc2)CC1 | -15% | 10% | -8% | -11%[10.9 µM]
CCOC(=O)c1cnc2c(OC)cccc2c1Nc1cccc(O)c1 | -29% | ? | -1% | -15%[10.9 µM]
COc1ccc(C(=O)Nc2nnc(C(C)C)s2)cc1OC | 5% | 34% | -6% | 4%[10.9 µM]
COc1ccc(-c2nn(CC(=O)NC3CCCC3)c3c2cnc2ccc(F)cc23)cc1 | 16% | -3.1% | 4% | 10%[10.9 µM]
O=C(NCc1ccccc1)C(=O)Nc1ccc2nc3n(c(=O)c2c1)CCCCC3 | -13% | -0.3% | -1% | -4%[10.9 µM]
CCOC(=O)C1=C(C)N=C2SC(C)C(=O)N2C1/C=C/c1ccccc1OC (configuration not stated) | 9% | 0.3% | 5% | -10%
CCS(=O)(=O)N1CCc2cc(C(=O)N3CCN(c4ccccc4OC)CC3)ccc21 | ? | ? | -3% | -22%[10.9 µM]
Nc1cc(Cl)ccc1N1CCOCC1 | -3% | -0.4% | -4% | -4%
O=C(Nc1ccc(Cl)cc1)c1ccc2oc(=O)n(Cc3ccccc3)c2c1 | 0% | ? | -9% | -12%[10.9 µM]
Cc1cc(C)n(S(=O)(=O)c2cc(C)c(C)cc2C)n1 | 2% | 2.6% | 9% | -22%
O=c1c2oc3ccccc3c2n(Cc2ccccc2F)c(=O)n1Cc1ccccc1 | -10% | -2.1% | -2% | -9%[10.9 µM]
Cc1ccc(S(=O)(=O)N2CCCC2C(=O)NC2CCCCC2)cc1 (configuration not stated) | 7% | 0.7% | 0% | -10%
COCCn1c(C)cc(O)c(C(c2ccc(C)cc2)N2CCCCC2)c1=O (configuration not stated) | -11% | 0.0% | 12% | 9%[10.9 µM]
CCOC(=O)N1CCN(C(=O)c2cc3cc(Br)ccc3oc2=O)CC1 | -1% | 1.8% | -5% | -14%
Cc1ccccc1CNc1nc(N)n(-c2ccccc2)n1 | -16% | ? | 3% | -9%
CCOC(=O)c1ccc(NC(=O)CSc2nc3c([nH]c4ccccc43)c(=O)n2C)cc1 | ? | ? | -4% | -11%[10.9 µM]
COc1ccc(Cl)cc1NCc1nnc2n1CCCCC2 | 7% | 1.2% | 17% | -8%[10.9 µM]
COC(=O)c1c(NC(=O)CCc2ccc(C)o2)sc(C)c1C | -4% | ? | -2% | -7%
COc1ccc(NC(=O)CSCc2cc(=O)c3cc(C)ccc3[nH]2)cc1 | -22% | 1.2% | -2% | -2%[10.9 µM]
CCOCC(=O)N1CCc2ccccc21 | 3% | 2.3% | 4% | -9%
Cc1cc(N2CCN(c3cccc(C)c3C)CC2)nc(-c2ccccc2)n1 | 9% | . | 8% | .
CCCN(CCC)CCNC(=O)CS(=O)Cc1nc(-c2ccc(C)cc2)oc1C (configuration not stated) | -12% | 1.7% | 0% | -19%
COCCNC(=O)c1ccc2c(c1)N(Cc1cccc(Cl)c1)C(=O)c1ccccc1S2(=O)=O | 35%[activator] | 0.6% | 8% | -12%[10.9 µM]
COc1cc(C2NC(=O)c3c(sc4c3CCN(C)C4)N2)cc(Br)c1OC(=O)c1ccc(C)cc1 (configuration not stated) | 0% | ? | -2% | -10%[10.9 µM]
CN(C)Cc1ccc(O)c(CCc2ccccc2)n1 | 11% | -0.6% | 1% | -14%
CCOC(=O)CC1=C(C#N)C(c2cccnc2)C(C(=O)OCC)=C(N)O1 (configuration not stated) | -6% | 3.4% | -1% | -15%
CCc1ccc(CN(C(=O)c2cc3ccccc3oc2=O)C2CCS(=O)(=O)C2)cc1 (configuration not stated) | -5% | ? | -4% | 4%[10.9 µM]
COc1cccc(N2CCN(C(=O)Cn3cnc4onc(-c5ccc(F)cc5)c4c3=O)CC2)c1 | -2% | 5.1% | 7% | 5%[10.9 µM]
CCOC(=O)N1CCN(C(=O)Nc2ccccc2Cl)CC1 | -1% | -2.6% | -14% | 3%
CCOc1ccc(NC(=O)CN(C)S(=O)(=O)c2ccc3c(c2)c(=O)n(C)c(=O)n3C)cc1 | -10% | 0.3% | 14% | -9%[10.9 µM]
O=C(CSc1nnc(CNc2ccc(F)cc2)n1Cc1ccco1)NC1CC1 | 1% | 2.1% | 4% | -11%
COc1ccc(-n2ncc3c(NC(C)(C)CO)ncnc32)cc1 | 10µM* | -1.5% | 13µM* | -17%[10.9 µM]
CCc1ccc(-c2nc(CS(=O)CC(=O)NCCc3ccc(Cl)cc3)c(C)o2)cc1 (configuration not stated) | -26% | ? | 7% | -15%[10.9 µM]
COc1cc(NC(=O)c2cc3c(C)nc4ccccc4c3o2)cc(OC)c1OC | 2% | 13% | -4% | -20%
CCOc1ccc(N2C(=O)c3cccnc3C2Nc2ccc(F)cc2)cc1 (configuration not stated) | -5% | ? | 2% | -8%
CCc1c(C(=O)Nc2cc(C)ccc2OC)[nH]c(C)c1C(C)=O | -20% | 0.0% | -9% | -9%
O=C1OCC2=C1C(c1cccc(Cl)c1)CC(=O)N2c1ccc(C(F)(F)F)cc1 (configuration not stated) | 2% | ? | -11% | -9%[10.9 µM]
CCN(CC)CCCNC1CCS(=O)(=O)C1 (configuration not stated) | -9% | 0.8% | -6% | -2%
CC(C)CCNC(=O)CCC(=O)N1Cc2ccccc2Oc2ncccc21 | -9% | -0.9% | 10% | 4%[10.9 µM]
CCn1c(CNc2ccc(F)cc2)nnc1SCC(=O)OC1CCCCC1 | -4% | 2.2% | -5% | -10%
CCCN1C(=O)C(Cc2nc3ccccc3c(=O)n2-c2ccccc2)c2cc(C)ccc21 (configuration not stated) | -17% | 2.3% | 29% | -8%[10.9 µM]
CCCCOc1cccc(C(=O)N(Cc2cccs2)C2CCS(=O)(=O)C2)c1 (configuration not stated) | -9% | 1.2% | -1% | -6%
COc1cc(NC(=O)c2nc(-c3ccncc3)no2)cc(OC)c1OC | -15% | -3.0% | 0% | -13%[10.9 µM]
c1ccc(OCc2nn3c(Cn4cnc5ccccc54)nnc3s2)cc1 | -1% | 3.5% | 0% | -25%
COc1ccc(C(c2nnnn2Cc2ccccc2)N2CCN(C(=O)c3ccco3)CC2)cc1 (configuration not stated) | 2% | 1.8% | -4% | -8%
Cc1ccc2c(CNCc3cccc(Cl)c3)c(C(=O)O)n(Cc3ccc(F)cc3Cl)c2c1 | 1% | ? | 15% | 3%[10.9 µM]
Cc1cccc(NS(=O)(=O)c2nnc(NC(=O)c3cccc(C)c3)s2)c1 | -24% | -1.6% | 3% | -1%[10.9 µM]
Cc1cc(C)n2nc(CCc3nc4nc(C)cc(C)n4n3)nc2n1 | 2% | 0.4% | -2% | -5%
CCC1CCCCN1C(=O)Cn1c(=O)oc2ccccc21 (configuration not stated) | 9% | 1.9% | 4% | -4%

Entries of single compounds, looked up by structure. Order of screens: p53ts 39C kill, IkB sig inh, p53ts 32C tox, Peg3 imprint
Record of CCC1CCCCN1C(=O)Cn1c(=O)oc2ccccc21 (configuration not stated) : 9%, 1.9%, 4%, -4%
Record of O=C1OCC2=C1C(c1cccc(Cl)c1)CC(=O)N2c1ccc(C(F)(F)F)cc1 (configuration not stated) : 2%, ?, -11%, -9%[10.9 µM]

Further records:
SMILES | p53ts 39C kill | IkB sig inh | p53ts 32C tox | Peg3 imprint
CCOC(=O)N1CCC(NC(=O)Cn2ncc3c4ccccc4n(C)c3c2=O)CC1 | -6% | -0.7% | 3% | -7%
O=C(COC(=O)c1ccco1)Nc1ccc2c(c1)OCO2 | -6% | 0.2% | -7% | -12%
Cc1ccc(C(=O)CN(Cc2ccccc2)C2=NCCS2)cc1 | -4% | . | -4% | .
CCOC(=O)N1CCN(Cc2nc3cc(NC(=O)C(C)C)ccc3n2C(C)C)CC1 | -6% | -0.2% | 10% | -27%[10.9 µM]
Cc1c(C)n(C(=O)CSc2ncn[nH]2)c2ccccc12 | -2% | 0.1% | 7% | -3%
CCN(C(=O)COc1cc(=O)n(CC)c2ccccc12)c1cccc(Cl)c1 | -8% | 0.0% | 9% | -15%
Cc1ccc(Cl)cc1Nc1nc2ccccc2c2nncn12 | -2% | -3.7% | 6% | -7%[10.9 µM]
Cc1cccc(NCN2C(=O)c3ccncc3C2=O)n1 | -4% | -1.0% | 0% | 20%
CS(=O)(=O)N1CCC(C(=O)Nc2ccc(F)cc2F)CC1 | 11% | 2.0% | ? | .
CCOC(=O)c1c(C)[nH]c(C)c1C(=O)CSc1nnc(-c2ccco2)n1Cc1ccccc1 | -3% | 0.4% | -4% | -11%
COCCn1c(SCc2ccccc2F)nc2c([nH]c3ccccc32)c1=O | ? | 0.0% | -10% | -7%[10.9 µM]
Nc1n[nH]c2c1C1(CCCCC1)Cc1ccccc1-2 | 8% | -1.5% | 20% | -8%
COc1ccc(CNC(=O)C2CCCN2S(=O)(=O)c2ccc(S(=O)(=O)N(C)C)cc2)cc1 (configuration not stated) | 14% | -0.7% | -1% | -4%
COc1ccc(NC(=O)N2CCN(S(=O)(=O)c3ccc4c(ccn4C)c3)CC2)c(OC)c1 | 16% | 2.1% | 6% | -7%[10.9 µM]
CCOc1ccc(Nc2c(S(=O)(=O)c3ccc(C)cc3)cnc3ccc(F)cc23)cc1 | -9% | ? | 17% | 29%[10.9 µM]
COC(=O)C1(C)C=CCN1C(=O)c1ccccc1 (configuration not stated) | 4% | . | 4% | -8%
CCOC(=O)C(=O)NCC(c1cccnc1)N1CCN(c2ccccc2)CC1 (configuration not stated) | -27% | ? | -8% | -13%[10.9 µM]

Structures above with an NH in an aromatic ring (ten):
SMILES | p53ts 39C kill | IkB sig inh | p53ts 32C tox | Peg3 imprint
Cc1n[nH]c(C)c1S(=O)(=O)N1CCCCCC1 | 1% | -1.4% | -5% | -7%
COC(=O)Cc1[nH]nc2c1C(C1C=CCCC1)C(C#N)=C(N)O2 (configuration not stated) | 9% | ? | -9% | -21%
COc1ccccc1CNC(=O)c1cc2ccc3ccc(C)[nH]c3c2n1 | -20% | ? | 4% | 5%[10.9 µM]
CCOC(=O)c1ccc(NC(=O)CSc2nc3c([nH]c4ccccc43)c(=O)n2C)cc1 | ? | ? | -4% | -11%[10.9 µM]
COc1ccc(NC(=O)CSCc2cc(=O)c3cc(C)ccc3[nH]2)cc1 | -22% | 1.2% | -2% | -2%[10.9 µM]
CCc1c(C(=O)Nc2cc(C)ccc2OC)[nH]c(C)c1C(C)=O | -20% | 0.0% | -9% | -9%
Cc1c(C)n(C(=O)CSc2ncn[nH]2)c2ccccc12 | -2% | 0.1% | 7% | -3%
CCOC(=O)c1c(C)[nH]c(C)c1C(=O)CSc1nnc(-c2ccco2)n1Cc1ccccc1 | -3% | 0.4% | -4% | -11%
COCCn1c(SCc2ccccc2F)nc2c([nH]c3ccccc32)c1=O | ? | 0.0% | -10% | -7%[10.9 µM]
Nc1n[nH]c2c1C1(CCCCC1)Cc1ccccc1-2 | 8% | -1.5% | 20% | -8%
